High-throughput results as filed in PubChem.
PI4K2A inh: PI4K2A (human) kinase inhibition; purified PI4K2A, ADP-Glo luminescence, 1 h; active compounds read low; activity change, negative = inhibition, % at 76.9 µM; 420,000 compounds, 0.13% hits; in the data active = activity change below about -50%; inconclusive = mostly about -30% to -49%;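 also: -100% = wells without enzyme as full effect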
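Compounds are screened against recombinant PI4K2A using PI as substrate and ATP, the latter dispensed at 300 microM. Reactions run one hour at ambient temperature before ADP-Glo detection; full inhibition defined by wells lacking enzyme.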
GLS inhibitor: glutaminase GLS (human) inhibition; GLS enzymatic activity, qHTS titration; Potency, µM (series often up to 45.5 µM), for the others: at the top dose activity change, negative = inhibition, hits mostly inhibitors; 410,000 compounds, 0.21% hits; also: potency is read from the fitted curve at half-maximal effect; % is scaled to controls: 0 for no effect and ±100 for the full control effect
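Two-point fluorescence kinetic (t0, 30 min RT) for hKGA; glutamate detected via glutamate oxidase–HRP–Amplex Red. Substrate: 1 mM L-glutamine solution; buffer 45 mM KH2PO4, pH 8.2.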
ERG Ets-DNA blk: ERG Ets/DNA interaction inhibition. AID 624246. Potency, µM (top dose mostly 76.9 µM), for inactives: top-dose FP activity, negative = inhibition, hits mostly inhibitors. fluorescence polarization, His-ERG Ets domain / labelled DNA. 370,000 compounds, 0.028% hits; active = well fitted inhibition curve with a large enough effect in the polarisation, with a control signal flat; inconclusive = small, poorly fitted or top-dose-only effect, or effect the other way, or a change in a side signal; inactive = no such curve, though single readings can be large or run the other way; the % refers to the polarisation;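 also: polarization taken with two DNA probes labelled with fluorescein and Texas red; potency is read from the fitted curve at half-maximal effect; % of control where 0% means no effect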
Target sequence (P11308 whole entry, looked up, the tested form may be a part): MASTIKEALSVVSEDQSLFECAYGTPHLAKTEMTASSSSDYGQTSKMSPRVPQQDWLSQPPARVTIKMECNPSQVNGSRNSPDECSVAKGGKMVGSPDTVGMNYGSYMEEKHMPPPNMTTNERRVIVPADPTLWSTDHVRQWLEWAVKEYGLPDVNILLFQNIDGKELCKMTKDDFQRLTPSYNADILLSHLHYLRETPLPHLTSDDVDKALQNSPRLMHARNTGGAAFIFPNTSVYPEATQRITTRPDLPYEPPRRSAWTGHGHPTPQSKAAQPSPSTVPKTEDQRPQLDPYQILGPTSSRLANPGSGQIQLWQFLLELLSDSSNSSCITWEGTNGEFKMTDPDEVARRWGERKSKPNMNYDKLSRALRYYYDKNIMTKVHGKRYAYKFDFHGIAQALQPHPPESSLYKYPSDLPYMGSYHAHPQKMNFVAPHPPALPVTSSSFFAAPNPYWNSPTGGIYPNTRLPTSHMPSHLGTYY
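His-tagged ERG Ets domain (1 uM in the protein solution; 300mM KCl, 50mM Tris-HCl, 1mM EDTA, 1mM DTT, pH 7.5) received compound, then a probe mix of 5 nM fluorescein-DNA and 100nM Texas-615-DNA. Fluorescence polarization was read for both dyes.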
G9a inh: inhibitors of human histone lysine methyltransferase G9a; AID 504332; Potency, µM (top dose mostly 102 µM), for the others: at the highest dose activity, negative = inhibition, most hits filed as inhibitors; G9a H3K9 monomethylation, AlphaScreen, 2 h; 350,000 compounds, 8.8% hits; Q96KQ7; also: potency is read from the fitted curve at half-maximal effect; % is scaled to controls: 0 for no effect and ±100 for the full control effect; nearly all actives have a fitted effect of over 75% in size
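AlphaScreen detection with an anti-monomethyl H3K9 antibody quantified product after a 2 h room-temperature reaction containing 500 nM biotinylated H3K9 peptide, 20 µM SAM and 20 nM enzyme, which had been preincubated 15 min with compound.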
RGS4 inhibitor: inhibitors of human regulator of G protein signaling 4 | P49798 | Transcreener GDP fluorescence polarization, RGS4-accelerated GTP hydrolysis | Potency, µM (titrated, usually from 114 µM), for the others: at the highest dose activity change, negative = inhibition, hits mostly inhibitors | 390,000 compounds, 0.039% hits | AID 504845; also: potency is read from the fitted curve at half-maximal effect; % is scaled to controls: 0 for no effect and ±100 for the full control effect; nearly all actives have a fitted effect of over 75% in size; some results filed as inactive show a strong effect at the top dose
Target sequence (P49798 whole entry, looked up): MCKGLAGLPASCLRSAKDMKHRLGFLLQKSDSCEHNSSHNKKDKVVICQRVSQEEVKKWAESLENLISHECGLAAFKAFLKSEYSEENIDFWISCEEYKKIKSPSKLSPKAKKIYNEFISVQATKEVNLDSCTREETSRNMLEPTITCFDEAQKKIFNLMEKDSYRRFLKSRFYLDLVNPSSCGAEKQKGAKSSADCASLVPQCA
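MLSMR compounds (23 nl, pin-transferred) preincubated 10 min at room temperature with a 500nM (2x) first reagent, then RGS4 at 900nM (2x) plus Transcreener GDP mix added; fluorescence polarization (620/688 nm) read before and after 90 min at 30 °C.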
HP1b binding inh: inhibitors of HP1-beta chromodomain binding to methylated histone tails | P83916 | Potency, µM (series often up to 114 µM), for inactives: at the highest dose activity change, negative = inhibition, hits mostly inhibitors | AlphaScreen HP1-beta / biotin-H3K9me3 peptide binding | 390,000 compounds, 0.56% hits; also: potency is read from the fitted curve at half-maximal effect; nearly all actives have a fitted effect of over 70% in size; inactives centre near 23
Target sequence (P83916 whole entry, looked up): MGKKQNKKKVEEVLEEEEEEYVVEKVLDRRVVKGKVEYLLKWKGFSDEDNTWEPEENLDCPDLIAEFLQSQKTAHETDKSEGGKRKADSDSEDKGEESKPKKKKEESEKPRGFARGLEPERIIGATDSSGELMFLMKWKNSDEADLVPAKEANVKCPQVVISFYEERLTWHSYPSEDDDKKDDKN
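AlphaScreen: HP1-beta (50 nM) preformed 30 min with biotin-H3(1-18)K9me3 peptide (50 nM) in PBS pH 7.4, 0.01% Tween-20. Compound added for 30 min at RT, then streptavidin donor/nickel chelate acceptor beads (10 ug/mL) for 30 min.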
ALOX12 inh: inhibitors of human 12S-lipoxygenase ALOX12; P18054; purified 12hLO, xylenol orange hydroperoxide absorbance; Potency, µM (titrated, usually from 108 µM), for inactives: top-dose activity change, negative = inhibition, actives largely listed as inhibitors; 580,000 compounds, 1.1% hits; also: potency is read from the fitted curve at half-maximal effect; % is scaled to controls: 0 for no effect and ±100 for the full control effect
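Purified human 12hLO (150 nM final) in 25 mM Hepes, 0.01% Triton X-100, pH 7.0 was preincubated 15 min at room temperature with compound. Then 40 uM arachidonic acid was added, 30 min. Hydroperoxide was read by Fe-XO absorbance ratio 573/405 nm.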
BAZ2B block: BAZ2B (human) inhibition | Potency, µM (highest dose often 114 µM), for inactives: at the highest dose activity change, negative = inhibition, usual class: inhibitors | AlphaScreen BAZ2B-H3K14Ac peptide displacement | 360,000 compounds, 4.4% hits; also: potency is read from the fitted curve at half-maximal effect; % is scaled to controls: 0 for no effect and ±100 for the full control effect; nearly all actives have a fitted effect of over 60% in size
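Protein-peptide AlphaScreen: BAZ2B 50 nM, b-H3K14Ac 50 nM, 1x PBS pH 7.4 + 0.01% Tween-20. Preincubation 30 min RT; cpd 30 min RT (top 110 uM); beads 20 min RT, light-protected.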
JMJD2A Tudor: JMJD2A Tudor domain (human) inhibition | O75164 | AlphaScreen JMJD2A-Tudor / H3K4me3 peptide binding | Potency, µM (top dose mostly 114 µM), without a hit: at the highest dose activity change, negative = inhibition, actives largely listed as inhibitors | 390,000 compounds, 4.4% hits; also: potency is read from the fitted curve at half-maximal effect; % is scaled to controls: 0 for no effect and ±100 for the full control effect; nearly all actives have a fitted effect of over 50% in size
An asterisk follows results filed as active; ? = inconclusive; · = not tested or not shown; & = joins results of further samples; [ ] = dose if it differs, or a comment. Unless noted, calls follow the shape of the dose curve; as a rule, active = well fitted curve in the direction sought with a large enough effect; inconclusive = small, poorly fitted or top-dose-only effect, or another doubt; inactive = no such curve, though single readings can be large; an effect the other way counts as inactive or inconclusive. Not all compounds are listed; the hit share may differ from the screen's.

JMJD2A Tudor,HP1b binding inh,ALOX12 inh,BAZ2B block,GLS inhibitor,RGS4 inhibitor,G9a inh,ERG Ets-DNA blk,compound,PI4K2A inh
-9%,3%,2%,-14%,-4%,7%,8%,-16%,Cc1csc2c(N3CCN(C(=O)Nc4ccccc4)CC3)ncnc12,-2
-9%,38%[activator],-9%,11%,2%,-3%,15%[0.501 µM],-3%,CCC1(CC)NC(=O)N(CC(=O)OC(C)C(=O)Nc2ccc(NC(C)=O)cc2)C1=O (stereo not drawn),-1
?,-5%,-29%,56µM*,24%,-37%,11µM*,·,Cc1c(C(=O)NNC(=S)Nc2cccc(Cl)c2)nnn1-c1ccccc1,0
-15%,10%,6%,-35%,9%,-4%,-1%[59 µM],0%,COc1ccc(-c2cc(C(=O)OCC(=O)c3ccc(C)c([N+](=O)[O-])c3)c3ccccc3n2)cc1,0
-9%,-14%,0%,-1%,-9%,2%,0%,-4%,O=C(NCC1CCN(C(=O)c2cccc([N+](=O)[O-])c2)CC1)c1cccc([N+](=O)[O-])c1,-1
-13%,23%,-17%,27%,24%,13%,-25%,-6%,OC(COC1CCCCC1)CN1CCN(c2ccccc2)CC1 (stereo not drawn),4
-11%,25%,7%,-13%,-17%,19%,-2%,-11%,CS(=O)(=O)c1ccc(Cl)c(NC(=O)COC(=O)c2ccc(F)cc2Cl)c1,5
2%,11%[57 µM],-15%,·,9%,-7%,·,16%,O=C(CNC(=O)c1ccc(Cl)cc1)NNc1c(F)c(F)cc(F)c1F,1
-12%,8%,-33%,-31%,-10%,15%,8%,6%,CCOC(=O)C1CCCN(S(=O)(=O)c2ccccc2)C1 (stereo not drawn),-7
-4%,42%[activator],10%,-3%,10%,-8%,-1%,-4%,CCOc1ccc(CN(CCO)CCO)cc1[N+](=O)[O-],-3
-14%,29%,0%,-21%,11%,28%,?,1%,OC1CCN(c2ncnc3c2nnn3Cc2c(F)cccc2Cl)CC1,3
-10%,16%,-15%,14%,13%,3%,3%,0%,CN(C)c1nnnn1-c1ccc(Cl)cc1Cl,3
-10%,41%[activator],?,-24%,2%,?,-17%[59 µM],3%,O=S(=O)(c1ccc(Cl)cc1)c1nc(-c2ccco2)oc1SCc1ccccc1F,3
3%,32%,-20%,1%,-5%,6%,21%[59 µM],7%,CCC(=O)OCc1cnc(C)c2oc(=O)c(C(=O)Nc3ccc(CC)cc3)cc12,-4
?,-8%,89%[activator],-15%,11%,7%,8%,2%,CCn1cc(C(=O)O)c(=O)c2cc(F)c(N3CCN(S(=O)(=O)c4ccc5c(c4)OCCO5)CC3)cc21,0
-18%,17%,-5%,-4%,6%,-11%,-9%[2.33 µM],·,COc1ccc(-c2nn(Cc3ccccc3)cc2C(=O)N2CCN(c3ccccn3)CC2)cc1OC,-3
3%,60%[activator],?,2%,6%,17%,·,1%,O=C(O)C1CCCN1C(=O)OCC1c2ccccc2-c2ccccc21 (stereo not drawn),-2
-4%,19%,0%,3%,-1%,-9%,2%,-12%,O=C(NCCC1=CCCCC1)C1CCN(S(=O)(=O)c2cccs2)CC1,-2
-2%,43%[activator],-10%,-11%,10%,48%,?,6%,CS(=O)(=O)N1CCN(C/C=C/c2ccccc2)CC1,1
-6%,34%[activator],?,7%,-11%,-6%,5%[12.7 µM],-1%,CC(=O)Nc1ccc(-c2nn[nH]n2)cc1Cl,-3
-6%,42%[activator],-24%,15%,0%,4%,-6%[59 µM],-3%,CCOc1ccccc1OCCCn1c(-c2ccc(Cl)cc2)nc2ccccc2c1=O,0
-17%,29%,15%,-38%,4%,-38%,-32%,0%,O=C(N/N=C/c1ccccn1)c1ccc([N+](=O)[O-])cc1,-5
-10%,21%,0%,-2%,1%,-32%,22%[12.7 µM],-8%,CCOc1ccc(N2CC(C(=O)OC)CC2=O)cc1 (stereo not drawn),3
6.3µM*,?,0%,56µM*,6%,-7%,-17%,7%,COc1cccc(CN(C)CC(O)COc2cc(Cl)ccc2Cl)c1 (stereo not drawn),-3
-13%,48%,1%,-10%,8%,-20%,8%[12.7 µM],-1%,CCn1c(CNc2ccc(C)cc2)nnc1SCC(=O)NCc1ccccc1,0
-4%,20%,-21%,-4%,-4%,-6%,0%[59 µM],-8%,COc1ccc(CCNC(=O)CCn2c(=O)c3ccccc3n(Cc3ccccc3)c2=O)cc1OC,2
-26%&-21%,9%&-1%,-6%&-13%,-5%&-12%,0%&-12%,-64%[56.9 µM],8%,13%&3%,CCOC(=O)C1CCCN(C(=O)Cn2nc(C)n3c(cc4c(OC)cccc43)c2=O)C1 (stereo not drawn),8&2
2%,101%[activator],-15%,25%,7%,-1%,33%,3%,O=C(c1cc(COc2ccc(F)cc2Cl)on1)N1CC[C@@H]2CCCC[C@H]2C1,-3
-21%,22%,1%,-7%,24%,11%,-6%,-1%,CCOC(=O)C1=C(c2ccccc2)Nc2ncnn2C1c1cc(OC)cc(OC)c1OC (stereo not drawn),2
-24%,46%[activator],?,·,9%,-24%,·,·,COc1cc(/C=C2/N=C(c3ccccc3)OC2=O)c(F)cc1OCc1ccccc1,-6
-13%,31%,-1%,-15%,-3%,-33%,8%,0%,O=C(N/N=C/c1cccnc1)c1ccc(NC(=O)c2ccccc2Cl)cc1,-1
-21%,14%,-27%,-28%,-3%,-20%,21%[59 µM],-13%,Cc1occc1C(=O)Nc1cccc([N+](=O)[O-])c1,0
-11%,20%,-11%,?,5%,2%,4%[59 µM],-3%,COc1cc(Cl)c(C)cc1NC(=O)c1cc2c(Cl)nc3ccc(C)cc3c2s1,0
-12%,-3%,-25%,-6%,-13%,-2%,-22%[59 µM],5%,CCN(CC)CCNC(=O)Cn1nc(C)c2c(C)n(-c3ccccc3)nc2c1=O,2
-5%,16%,432%[activator],-1%,-5%,-36%,-13%[2.33 µM],·,COc1ccc(Cl)cc1NC(=O)Cn1c(C)csc1=O,6
-29%,24%,356%[activator],0%,3%,-29%,14%,11%,Cc1ccc(NS(=O)(=O)c2cccc3cccnc23)c(Cl)c1,-7
3%,27%,-4%,-17%,-5%,-34%,46%,-11%,CCOC(=O)C1=C(COC(=O)CNS(=O)(=O)c2ccc(C)cc2)NC(=O)NC1C (stereo not drawn),3
25µM*,?,?,-2%,2%,4%,?,-1%,O=C(CC(NCc1cccnc1)C(=O)O)Nc1ccc(O)cc1 (stereo not drawn),-4
-25%,26%,?,·,-1%,-13%,·,-2%,CN(C)CCCNC(=O)CC1C[C@H](C(=O)N2CCCCC2)[C@@]2(CCc3ccccc3)c3[nH]c4ccccc4c3CCN2C1=O (stereo partly drawn),5
?,8%,?,-14%,1%,14%,-10%[59 µM],-1%,COc1cc(OC)cc(N(C(=O)C2COc3ccccc3O2)C(C(=O)NC2CCCCC2)c2ccc(O)cc2)c1 (stereo not drawn),-6
-16%,10%,-26%,3%,-20%,-12%,28%,3%,COCCOCCn1cnc2ccccc21,3
-20%,6%,0%,-8%,-5%,-7%,·,-1%,O=C(CN1CCCCCC1)Nc1ccc([N+](=O)[O-])cc1Cl,-3
-18%,31%,9%,-26%,1%,10%,?,7%,CCOc1ncccc1C(=O)Nc1nnc(C)s1,9
?,16%,-7%,?,23%,2%,8.9µM*,-1%,COc1ccccc1NC(=O)C(=O)NNC(=O)c1ccco1,-6
-25%,44%[activator],1%,-3%,6%,-17%[56.9 µM],7%,-1%,COc1ccc(CC(=O)Nc2sc3c(c2C(N)=O)CCCC3)cc1,-2
?,13%,-22%,·,0%,-10%,·,-17%,C[C@]12c3[nH]c4ccc(Cl)cc4c3CCN1C(=O)[C@@H](CC(=O)NCCCn1ccnc1)C[C@@H]2C(=O)N1CCCCC1,0
-20%,17%[57 µM],-20%,0%,12%,-15%,4%[59 µM],4%,Cc1ccc(OCC(=O)Nc2nnc(SCc3cc(=O)c4ccccc4[nH]3)s2)cc1C,-2
